Ins promoter up: insulin promoter activators in MIN6 cells, imaging, high-content screening, mouse beta cells. MIN6 insulin promoter-GFP reporter; hits give high values. z-score at 5 µM. 0.3% of 190,000 active. AID 1625, 2009;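 active = z-score above 3 at 5 µM with at least 500 cells counted in the well; inconclusive = wells under 500 cells, flagged as cytotoxic or low count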
Dynein cargo inh: inhibitors of GR-EGFP nuclear translocation, primary screen, dynein cargo transport inhibitor project, imaging, high-content, 3617.4 mouse cells; test concentration mostly 20 µM; stimulated with dexamethasone, 1 µM; hits give low values; z-score, hits read low; 0.47% of 220,000 active; AID 1381, 2008;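 active = plate z-score of nuclear minus cytoplasmic receptor signal below a set negative limit, without overly bright fluorescence or cell loss, cut at about -3.5 in these data, passing the limit was not always enough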;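 also: z-score of nuclear minus cytoplasmic ring GR-EGFP intensity difference per well; some compounds called inactive have numbers as strong as hits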
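Buffer or medium: tetracycline-free induction medium containing charcoal-stripped FBS / Reagent: dexamethasone agonist, 1.0 µM final, for 30 min / Technique: automated 10x imaging of fixed Hoechst-stained cells / Times: induction 48 h, compound 1 h, agonist 30 min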
ER stress rescue: rescue of cells from ER stress-induced death, primary screen, 384-well, CSM14.1, thapsigargin, ATP luminescence (AID 1222) | CSM14.1 thapsigargin-induced death rescue, ATP luminescence; higher % means a stronger effect | cellular ATP content (survival), % at 20 µM, or EC50 in µM where a hit was titrated | 190,000 tested, under 10 active;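 active = EC50 below 50 µM in the dose-response confirmation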;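 also: death triggered by thapsigargin at about 15 µM added after 2 h compound pretreatment; cell ATP read after overnight thapsigargin exposure of roughly 18 to 22 hours; normalized against plate controls of thapsigargin alone and 5% DMSO vehicle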
bCat nuc transl: modulators of beta-catenin nuclear translocation, primary screen, imaging, HeLa cells, immunofluorescence, high-content | nuclear translocation activity, % at 5 µM | 0.3% of 190,000 active | AID 1665, 2009;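 active = nuclear translocation activity above 50% at 5 µM, with a well cell count of 50 or more; inconclusive = wells under 50 cells across six images, flagged as toxic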;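 also: per-cell ratio of nuclear to cytoplasmic median beta-catenin stain intensity; plate controls were DMSO negative control for no effect and GSK-3 inhibitor IX positive control for full effect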
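Signal – beta-catenin immunofluorescence imaging with DAPI · Test system – human HeLa cell line · Dosing – 5 µM primary single dose, 0.1% DMSO, 0.02–20 µM confirmation series · Measure – % activation, nuclear-to-cytoplasmic median beta-catenin signal ratio per cell · Incubation – 24 h compound exposure at 37°C, 5% CO2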
MT stabilize HCS: microtubule stabilizers in HeLa cells, primary screen, imaging, high-content imaging. 0.83% of 200,000 active. % tubulin-high responders, % at 10 µM. HeLa tubulin immunostaining HCS, 24 h; share of cells brighter than vehicle mean+2SD;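 active = plate Z-score above 3 for both tubulin-high and condensed-nucleus cell shares, with cell loss under 80%, at 10 µM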;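 also: anti alpha tubulin signal scored within the nucleus-defined area of each cell; some results filed as inactive read as strong as hits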
M17LAP inhibition: P. falciparum M17LAP inhibitors, primary screen, biochemical, fluorogenic H-Leu-NHMec substrate, 1536-well (AID 1619); Leucine aminopeptidase (Plasmodium falciparum (isolate 3D7)); recombinant M17LAP, H-Leu-NHMec fluorogenic kinetic assay; higher % means a stronger effect; one-dose inhibition, % at 30 µM; IC50 in µM for titrated hits; 0.38% of 220,000 active;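 active = compound inhibiting the enzyme by more than half at any dose during confirmatory dose-response retesting; inconclusive = strong single-dose inhibitors picked by rank but not retested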;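 also: plate controls were full reaction with DMSO carrier for no effect and no enzyme background for full effect; strong numbers were not always called active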
M1AAP inhibition: P. falciparum M1AAP inhibitors, biochemical, fluorogenic H-Leu-NHMec substrate, 1536-well (AID 1445); recombinant M1AAP, H-Leu-NHMec fluorogenic kinetic assay; higher % means a stronger effect; inhibition, % at 30 µM, or IC50 in µM where a hit was titrated; Aminopeptidase N (Plasmodium falciparum (isolate 3D7)); 0.42% of 220,000 active;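 active = primary inhibition above the hit cutoff, then over 50% inhibition at one or more dose response concentrations, cut at about 23% in these data, passing the limit was not always enough; inconclusive = conflicting primary data, or primary hits not chosen for dose response; inactive = low primary inhibition, or under 50% at every dose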;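 also: plate controls were DMSO full reaction for no effect and no enzyme background for full effect; strong numbers were not always called active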
K1F lysis inhibition: inhibition of K1F phage lysis, E. coli UTI89, bacterial capsule biogenesis inhibitors, alamar blue (AID 488966). E. coli UTI89 K1F phage lysis, alamar blue, 2 h; higher % means a stronger effect. one-dose inhibition, % at 100 µM; IC50 in µM for titrated hits. 0.02% of 340,000 active;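 active = phage lysis inhibition, versus mean bacterial control, above a set limit; inconclusive = no clear call, values can overlap the other calls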;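 also: capsule biogenesis inhibitors block K1F phage lysis so surviving cells raise fluorescence; higher fluorescence means more inhibition of phage lysis; actives were called in the ten point dose series up to 300 µM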
Autophagy mod: autophagy modulators in MEF cells, primary screen, imaging, high-content, MEF GFP-LC3; calls only at 10 µM (by protocol); AID 463193, 2010; 0.98% of 190,000 active; MEF GFP-LC3 puncta imaging; test concentration mostly 10 µM;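 active = percentage of spot-positive cells more than 3 SD above its plate mean, without a fluorescence outlier flag or 80% toxicity; inconclusive = no clear call, values can overlap the other calls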;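 also: spot-positive cell cutoff set from DMSO-treated cells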
Dynein cargo inh cytoplasmic EGFP: also measured in Dynein cargo inh; calls as there; z-score; measured here: cytoplasmic GR-EGFP intensity; hits give high values
Dynein cargo inh nuclear GR-EGFP: also measured in Dynein cargo inh; calls as there; z-score; measured here: nuclear GR-EGFP intensity;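 lower value marks the stronger effect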
Dynein cargo inh cell count: recorded beside Dynein cargo inh, whose call it bears; z-score; measured here: cell count per field
Ins promoter up cell count: second read-out of Ins promoter up, no call of its own (marks repeat the call); cell count; measured here: cytotoxicity, nuclei count;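 total cells summed across four imaged fields per well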
bCat nuc transl cell count 5 µM: also measured in bCat nuc transl; calls as there; cell count; measured here: cell count, cytotoxicity flag
MT stabilize HCS Hoechst-high %: second read-out of MT stabilize HCS, no call of its own (marks repeat the call); % Hoechst-high responders; measured here: nuclear condensation Hoechst responders;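 share of cells brighter than vehicle mean plus two SD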
MT stabilize HCS cytotoxicity %: further read-out of MT stabilize HCS, marked with its call; toxicity, %; measured here: cytotoxicity by cell density;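 0% = mean cell density of plate MIN control wells and 100% = no cells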
Autophagy mod cell loss 18 h: second read-out of Autophagy mod, no call of its own (marks repeat the call); toxicity, %; measured here: cell loss, nuclei count;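 cell loss after 18 h compound exposure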
* hit, by the source's call; i = inactive; ? = inconclusive; . = not tested or not shown; [ ] = dose if it differs, or a comment. An unsorted share of the library (roughly 2.9% active in at least one column).

SMILES	Ins promoter up	Ins promoter up cell count	Dynein cargo inh	Dynein cargo inh cytoplasmic EGFP	Dynein cargo inh nuclear GR-EGFP	Dynein cargo inh cell count	ER stress rescue	bCat nuc transl	bCat nuc transl cell count 5 µM	MT stabilize HCS	MT stabilize HCS Hoechst-high %	MT stabilize HCS cytotoxicity %	M17LAP inhibition	M1AAP inhibition	K1F lysis inhibition	Autophagy mod	Autophagy mod cell loss 18 h
Cc1sc(NC(=O)/C=C/c2ccco2)c(C(=O)OC(C)C)c1C	-0.44	1472	0.33	-0.19	0.47	0.49	0.2%	3.5	1051	5.2	3.7	8.0	4%	0%	2.0%[50 µM]	i	-1
CCS(=O)(=O)n1nc(C(=O)N2CCOCC2)nc1N	-0.04	1252	-0.39	-0.18	0.037	0.13	-3.3%	.	.	3.6	2.0	0.3	5%	-4%	0.1%	i	-10
CC1(C)CC(=O)C2=C(C1)OC(N)=C([N+](=O)[O-])C2c1cccs1 (stereo unspecified)	-0.02	1367	0.23	-0.24	0.07	-0.34	1.3%	-1.8	579	4.2	2.9	7.9	14%	16%	3.3%	i	1
O=C(C[n+]1ccc(-c2nnc3n2CCCCC3)cc1)c1ccc(Cl)cc1	0.53	1145	0.83	-0.18	0.43	-1	.	0.7	1308	.	.	.	14%	1%	0.9%	.	.
O=S1(=O)C=C(Sc2nnc(-c3ccccc3)o2)c2ccccc21	1.1	1248	-4.1*	1.8*	-2.2*	0.15*	-1.1%	-0.6	1113	2.4	1.9	5.0	-3%	5%	-3.4%	i	33
O=C(NCc1cccs1)C(=O)NCC1OCCCN1S(=O)(=O)c1cccs1 (stereo unspecified)	0.31	1199	-0.97	-0.27	-0.38	0.92	.	0.2	1072	1.6	2.0	0.1	1%	11%	-0.1%	i	22
COc1ccc(CN(CCCN2CCOCC2)S(=O)(=O)N(C)C)cc1OC	-0.97	1396	-0.53	-0.37	-0.4	1	1.2%	-2.4	981	3.8	2.0	1.9	-10%	5%	0.4%	i	14
O=c1cc(CSc2ccc(Cl)cc2)nc(N2CCCCC2)[nH]1	-0.68	1384	0.29	-0.2	0.6	-0.24	0.7%	1.7	1182	2.2	2.0	6.0	-2%	8%	0.8%	i	12
O=C(OCc1cc2ccccc2[nH]c1=O)C1CCCO1 (stereo unspecified)	0.4	1253	1.2	-0.11	0.8	-0.44	1.9%	1.4	1067	6.4	1.7	14	17%	1%	0.2%	i	-7
CCOC(=O)CNc1nnc(SCC(=O)OCC)[nH]c1=O	0.46	1437	-1	-0.2	-0.44	0.51	1.7%	-10	1013	1.8	1.6	3.6	-5%	0%	-0.9%	i	-4
CC1CN(C2=N/C(=C/c3ccc4c(c3)OCO4)C(=O)N2)CC(C)O1 (stereo unspecified)	-0.7	1481	-0.2	-0.31	-0.008	0.32	-2.1%	1.6	1046	2.5	2.6	7.3	8%	10%	0.4%	i	6
O=S(=O)(/C(=C/c1ccc(C(F)(F)F)cc1)c1nc2ccccc2[nH]1)c1ccccc1	?	.	-2.6	0.27	-1.6	0.3	-2.5%	38	231	54	37	88	-4%	-6%	-2.9%[50 µM]	i	96
COc1ccc(NC(=S)NNC(=S)Nc2cccc(C(F)(F)F)c2)cc1	-0.74	1321	-1.2	-0.24	-0.6	1.1	.	-1.6	1199	.	.	.	2%	-1%	0.4%	.	.
Cc1ccc(-c2noc(CCCN3C(=O)c4ccccc4C3=O)n2)cc1	1.7	1448	0.091	-0.24	-0.072	1.4	-2.1%	-3.2	952	3.2	1.3	1.9	6%	-1%	0.6%	i	3
COc1ccc(NC(=O)C(NC(=O)c2ccc(=O)[nH]c2)c2ccc(C)cc2)cc1 (stereo unspecified)	-0.05	1319	0.026	-0.28	-0.15	-0.41	4.8%	-1.5	553	5.1	2.5	3.1	-6%	4%	1.9%	i	0
Cc1cc(C)c(C(=O)O)c(CC(C)(C)C(=O)O)c1	3.1*	1360*	-0.21	1.1	0.15	0.093	.	-2.0	1158	.	.	.	0%	5%	0.1%	.	.
Cc1ccc(Nc2nc(N/N=C\c3ccc4c(c3)OCO4)nc(N3CCOCC3)n2)cc1	0.23	1312	-1.2	-0.23	-0.52	0.68	2.5%	-2.4	1081	4.3	4.8	1.4	-6%	2%	-0.4%	i	45
CCOc1ccc(CN2C(=O)c3ccccc3C2C(=O)NCc2cccnc2)cc1 (stereo unspecified)	0.45	1304	0.91	-0.19	0.39	-0.97	0.6%	0.9	1035	2.3	1.6	6.7	-9%	0%	1.3%	i	1
O=C(NC(NC(=S)Nc1ccccc1C(=O)O)C(Cl)(Cl)Cl)c1ccccc1 (stereo unspecified)	-0.15	1219	-0.53	-0.18	-0.22	1.2	-1.1%	-2.2	1093	3.1	2.5	6.6	9%	16%	-0.1%	i	-15
Cc1ccc(NC(=O)C(=O)NNC(=O)c2cccs2)cc1	-0.76	1191	-0.74	-0.19	-0.44	0.58	-0.2%	0.3	1041	1.3	1.6	3.6	0%	3%	i	i	-1
Cc1nn(Cc2ccc(F)cc2)c2sc(C(=O)Nc3nccs3)cc12	-0.33	1301	-0.34	-0.33	-0.53	0.54	4.8%	.	.	2.3	2.1	2.7	2%	2%	1.1%	i	12
O=C(O)CC1(CC(=O)NCc2ccc(-c3cccs3)cc2)CCCCC1	0.71	1431	-0.84	-0.29	-0.38	1.3	.	-0.9	1027	.	.	.	-4%	0%	0.3%	.	.
CSc1nsc(SC)c1C(=O)N1CCN(S(=O)(=O)c2ccc(C)cc2)C1C (stereo unspecified)	-0.08	1720	0.053	-0.27	0.51	-0.15	-0.9%	0.6	1374	5.0	3.5	6.4	1%	6%	0.4%	i	-18
O=C1Nc2ccccc2C(O)(C(=O)NCc2ccc3c(c2)OCO3)N1c1ccc(Cl)c(Cl)c1 (stereo unspecified)	0.05	1461	0.52	-0.0074	0.42	-0.63	3.4%	-1.1	1400	4.0	1.2	3.4	-6%	-4%	0.0%	i	0
CN1C(=O)CC(P(=O)(c2ccccc2)c2ccccc2)N(C)C1=O (stereo unspecified)	0.4	1388	2.6	-0.17	1.9	-0.2	2.1%	-1.4	1130	2.4	1.6	1.4	-3%	-25%	-0.2%	i	25
Carrying on:
SMILES	Ins promoter up	Ins promoter up cell count	Dynein cargo inh	Dynein cargo inh cytoplasmic EGFP	Dynein cargo inh nuclear GR-EGFP	Dynein cargo inh cell count	ER stress rescue	bCat nuc transl	bCat nuc transl cell count 5 µM	MT stabilize HCS	MT stabilize HCS Hoechst-high %	MT stabilize HCS cytotoxicity %	M17LAP inhibition	M1AAP inhibition	K1F lysis inhibition	Autophagy mod	Autophagy mod cell loss 18 h
O=C1CCCN1c1ccc(CNS(=O)(=O)c2ccc(F)cc2)cc1	0.9	1153	-1.1	-0.28	-0.67	0.43	-2.5%	.	.	2.2	1.5	3.6	7%	1%	-0.1%	i	1
CCN1CCN(c2cc(C)c3cc(NC(=S)N4CCCCC4)ccc3n2)CC1	-0.29	1041	0.027	-0.22	0.27	-0.11	0.7%	1.1	1061	6.4	4.4	3.5	1%	8%	0.1%	i	1
Fc1cc(Br)ccc1NC(=S)NCCc1ccccc1	0.4	1516	0.74	-0.23	0.72	0.4	2.7%	-0.3	1321	2.5	1.9	6.7	-4%	10%	5.7%	i	17
Cc1nc(S/C(=C/c2ccc(OCc3ccc(C(=O)O)cc3)cc2)C(=O)O)n[nH]1	0.25	1037	0.17	-0.33	0.39	0.59	-0.4%	-2.2	1051	6.3	1.7	9.6	21%	19%	4.6%	i	17
COC(=O)[C@H]1C[C@@H]1[C@H](NC(=O)[C@H]1C[C@@H]1[C@H](NC(=O)OCc1ccccc1)c1ccccc1)c1ccccc1	0.8	1103	0.54	-0.21	0.63	0.072	-2.8%	0.6	469	2.8	3.8	5.9	-10%	-2%	0.1%	i	-3
COc1ccccc1N1CCN(C(=S)Nc2ccc(S(=O)(=O)N3CCOCC3)cc2)CC1	-0.13	1385	2.4	-0.062	1.4	-1.5	-0.9%	1.7	1138	2.0	2.9	2.9	-3%	3%	0.4%	i	-23
Cc1ccn2c(C(=O)NN=C3CCCCCCC3)c(C)nc2c1	-0.03	1467	0.83	-0.36	0.062	0.03	0.8%	0.1	1460	5.1	1.5	8.2	3%	2%	0.5%	i	3
Cc1ccc(C(=O)N2CCN(C(=O)c3ccccc3)C2c2ccc(N(C)C)cc2)cc1 (stereo unspecified)	0.4	1207	0.75	0.045	0.42	-1.1	0.1%	0.6	954	5.5	3.2	7.4	5%	12%	1.1%	i	-8

Compound activity deposited in PubChem BioAssay by several laboratories.
